Tb PYK inh – T. brucei pyruvate kinase inhibition; Q57TT1; Potency, µM (doses to about 76.8 µM), for the others: at the top dose activity, negative = inhibition, actives largely listed as inhibitors; TbPYK enzyme, Kinase-Glo Plus ATP luminescence, 45 min; 0.12% of 410,000 active; AID 624173; further: nearly all actives have a fitted effect of over 50% in size
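ADP (130 uM final) triggers the TbPYK reaction after compound addition; incubation is 45 min at room temperature. Kinase-Glo Plus is then added and luminescence imaged. Normalized data are fitted to concentration-effect curves.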
Sm TGR block – blocks Schistosoma mansoni thioredoxin glutathione reductase. Q962Y6. 3% of 360,000 active. purified TGR, DTNB reduction, TNB absorbance 405 nm. Potency, µM (highest dose often 114 µM), for inactives: at the top dose activity change, negative = inhibition, usual class: inhibitors; further: nearly all actives have a fitted effect of over 60% in size
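TGR 20 nM + NADPH 100 uM (dispensed conc.), cpd preinc 15 min RT; start with NADPH (500 uM addition) then DTNB (15 mM addition). Kinetic TNB absorbance, 405 nm filter. Four-parameter Hill fit across titration.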
The depositor's hits bear a star; u = inconclusive; [ ] = another dose, or the depositor's remark. The call rests on the fitted dose curve; in most records, active means well fitted curve in the direction sought with a large enough effect; inconclusive means small, poorly fitted or top-dose-only effect, or another doubt; inactive means no such curve, though single readings can be large; an effect the other way counts as inactive or inconclusive. On the % scale 0 is the no-effect control and ±100 the full control effect; potency means the concentration at half of the fitted maximal effect. A portion of the library. The share of hits here may be higher or lower than overall.

Values run as follows: Tb PYK inh, Sm TGR block
CCOc1ccc(NC(=O)C2CCCN(c3nn4cc(-c5ccc(OC)cc5)nc4s3)C2)cc1 (stereo unspecified)
 : -9%[15.4 µM], 9%
COC(=O)COc1ccc(Oc2nc(NC(C)(C)C)nc(N(C)C)n2)nn1
 : 1%, 0%
COc1ccc(-n2cc(-c3ccc4c(c3)OCO4)n(CC(=O)Nc3cccc(C)c3)c2=O)cc1
 : -8%, 2%
CC(C)CSc1ccccc1NC(=O)c1sc2nc(-c3ccncc3)ccc2c1N
 : -18%, 1%
O=S(=O)(c1ccc(F)cc1)N1CCC(Oc2ccc(-n3cnnn3)cc2)CC1
 : 3%, 1%
CCCN1CCN(CCCNC(=O)Cn2c(-c3cccs3)cc3cc(Cl)ccc32)CC1
 : -12%, -4%
COCCCNC(=O)c1ccc(Cn2c(=O)c3ccccc3n(Cc3ccc(Cl)cc3)c2=O)cc1
 : 2%, 2%
CCOC(=O)c1c(C)[nH]c(C)c1S(=O)(=O)N1CCC(C(=O)N2CCN(c3cccc(C)c3C)CC2)CC1
 : 4%, 2%
CCCCCc1nc2ccccc2c(=O)n1-c1ccc(C)cc1
 : -1%, 7%
COC(=O)CC1Oc2ccc(Cl)cc2-n2cc(-c3ccc(C)cc3)nc21 (stereo unspecified)
 : 6%, u
O=c1n(Cc2cccc(F)c2)c2ccccc2c2nc(-c3ccccc3)nn12
 : -4%, 6%
CCOC(=O)c1ccc(NC(=O)C2CC(=O)NC(=Nc3ccc(C)c(C)c3)S2)cc1 (stereo unspecified)
 : -1%, 33%
Cn1ncc2c(Nc3cc(C(F)(F)F)ccc3Cl)ncnc21
 : -5%, 6%
COc1ccc(Cl)cc1NC(=O)c1ccc2c(c1)CCCN2S(C)(=O)=O
 : -3%, 9%
Cc1cccc(-n2c(CC3C(=O)Nc4ccc(C)cc43)nc3ccccc3c2=O)c1 (stereo unspecified)
 : -7%, 0%
COC(=O)c1ccc(NC(=O)CSc2ncc3c(n2)-c2cc(Cl)ccc2N(Cc2ccccc2)S3(=O)=O)cc1
 : -4%, -1%
CCOC(=O)N1CCC(NC(=O)c2cnn(-c3ccccc3)c2C2CCN(C(=O)OC(C)(C)C)CC2)CC1
 : -12%[15.4 µM], -1%
COc1cc(C(=O)Nc2ccc3nc(SCc4ccc(C)cc4)sc3c2)cc(OC)c1OC
 : 3%, 5%
Cc1cc(C)cc(NC(=O)C2CCCN(C(=O)c3cnn(-c4ccccc4)c3-n3cccc3)C2)c1 (stereo unspecified)
 : 1%, 7%
Cc1nc2nc(NC(=O)CC(C)C)[nH]n2c(=O)c1Cc1ccccc1
 : 1%, 2%

(list continues)
Values run as follows: Tb PYK inh, Sm TGR block
Cn1cnc(S(=O)(=O)N2CCC(C(=O)Nc3ccc(OC(F)(F)F)cc3)CC2)c1
 : -1%, 5%
COc1ccccc1N1CCN(C(CNC(=O)C(=O)NCc2cccnc2)c2cccnc2)CC1 (stereo unspecified)
 : 3%, -8%
Cc1nc(C)c(-c2ccc(SCC(=O)Nc3ccc(C)c(F)c3)nn2)s1
 : -1%, -3%
CCc1cnc2c(c1SCC(=O)Nc1ccc(Cl)cc1)c(=O)n(C)c(=O)n2C
 : -6%, 5%
COc1ccc(CCNC(=O)c2c3c(nc4ccccc24)C(=O)N(C2CCCCC2)C3)cc1OC
 : 0%, 2%
CCOC(=O)c1cc(S(=O)(=O)NCc2ccc(OC)cc2)[nH]n1
 : -11%, 6%
CCOCCc1nn2c(=O)cc(COC(=O)c3ccc(NC(=O)C4CCCCC4)cc3)nc2s1
 : 2%, 2%
Cn1nc(-c2ccc(N3CCCCC3)c(NC(=O)c3ccc(Cl)cc3)c2)c2ccccc2c1=O
 : -1%, 11%
CSCCC(NS(=O)(=O)c1ccc2c(c1)oc(=O)n2C)C(=O)NCc1ccc(Cl)cc1 (stereo unspecified)
 : 1%, 10%
COc1cc(OC)c(NC(=O)Cn2nc(C)n3cccc3c2=O)cc1Cl
 : -7%, u
COc1ccc(NC(=O)CN2C(=O)C(C)(C)c3cc(S(=O)(=O)N4CCCCC4)ccc32)cc1Cl
 : 10%, 4%
O=C(CSc1nc2ccccc2n1Cc1ccccc1F)NCc1ccccc1
 : -6%, -1%
CCOc1ccc(-c2nonc2NC(=O)c2oc3ccc(F)cc3c2C)cc1
 : -3%, -10%
CC(C)c1ccc(NC(=O)C2CCN(S(=O)(=O)c3cccc4nsnc34)CC2)cc1
 : 2%, 5%
CCC(C)NC(=O)CSc1nc2c(sc3ccccc32)c(=O)n1Cc1ccccc1Cl (stereo unspecified)
 : -4%, -2%
CSc1ncc(Cl)c(C(=O)N(Cc2ccc(N(C)C)cc2)Cc2ccco2)n1
 : 2%, -5%
Cc1ccc(Nc2c(-c3ccc(Br)o3)nc3ccccn23)cc1
 : -3%, u
CC(NC(=O)CN1C(=O)COc2ccc(Cl)cc21)c1ccccc1 (stereo unspecified)
 : 0%, 4%
COc1ccc2cc(CNc3ccc(C)cc3)c(=O)n(CC(=O)Nc3ccc(OC)c(Cl)c3)c2c1
 : -8%, 1%
COc1cccc(-c2noc(COc3ccc(C(C)(C)C)cc3)n2)c1
 : 2%, 14%

Four compounds out of the list, arranged by count of non-hydrogen atoms, lowest first.
Values run as follows: Tb PYK inh, Sm TGR block
COc1ccc(Cl)cc1NC(=O)c1ccc2c(c1)CCCN2S(C)(=O)=O
 : -3%, 9%
Cc1cccc(-n2c(CC3C(=O)Nc4ccc(C)cc43)nc3ccccc3c2=O)c1 (stereo unspecified)
 : -7%, 0%
CSCCC(NS(=O)(=O)c1ccc2c(c1)oc(=O)n2C)C(=O)NCc1ccc(Cl)cc1 (stereo unspecified)
 : 1%, 10%
COc1cc(C(=O)Nc2ccc3nc(SCc4ccc(C)cc4)sc3c2)cc(OC)c1OC
 : 3%, 5%

Remaining list, next part
Values run as follows: Tb PYK inh, Sm TGR block
COc1ccc(S(=O)(=O)NCCc2sc(C)nc2C)cc1
 : -1%, -2%
COc1ccc(NC(=O)CCS(=O)(=O)c2nc(-c3cccs3)cc(C(F)(F)F)n2)cc1OC
 : -5%, 40µM*
COC(=O)c1scc(-c2ccc(C)cc2)c1S(=O)(=O)Nc1ccc(OC(F)(F)F)cc1
 : -2%, u
Cc1ccc2c(c1)c(N1CCCC1=O)c(C(=O)Nc1ccc(F)cc1F)n2C
 : -1%, -1%
CCc1cccc(CC)c1NC(=O)CCS(=O)(=O)c1ccc(Br)s1
 : 2%, 0%
CCOc1ccc(OCC)c(NC(=O)c2cnn(-c3ccc(F)cc3)c2C2CCN(C(=O)OC(C)(C)C)CC2)c1
 : -2%, -4%
CCOC(=O)c1c(NC(=O)c2cc(CC)on2)sc(C(C)=O)c1C
 : 8%, 3%
Cc1cccc(NC(=O)Cn2cc(C(=O)c3ccco3)c3ccccc32)c1C
 : -4%, 2%
CC(C)c1ccc(CNC(=O)c2ccc(N3CCCC3)c(NC(=O)NCc3ccccc3)c2)cc1
 : 2%, -9%
COc1ccc(NC(=O)c2oc3ccccc3c2NC(=O)C23CC4CC(CC(C4)C2)C3)c(OC)c1
 : 1%, -1%
COc1ccc(N2CC(NC(=O)/C=C\c3ccc4c(c3)OCO4)CC2=O)cc1OC (stereo unspecified)
 : 2%, 4%
Cc1ccn2c(Nc3ccc4c(c3)OCCO4)c(-c3ccc(N(C)C)cc3)nc2c1
 : -1%, 6%
O=c1cc(-c2ccccc2)n2c(SCc3ccc(F)cc3)nnc2[nH]1
 : 5%, -1%
COc1ccc(Cn2c(=O)n(-c3ccc(F)c(Cl)c3)c(=O)c3c2c2cc(OC)ccc2n3C)cc1
 : -3%, 1%
CCCCOC(=O)c1ccc(NC(=O)c2sc3nc(C)cc(C)c3c2N)cc1
 : -9%, 16%
COc1ccc(NC(=O)c2c(NCc3ccc(OC)c(OC)c3OC)sc3c2CCC3)c(OC)c1
 : u, 40µM*
Cc1nc(-c2ccc(S(=O)(=O)N(C)Cc3ccccc3)cc2)co1
 : -3%, -13%
CC(C)(C)c1ccc(C(=O)N2CC(=O)Nc3ccc(F)cc3C2c2ccc(F)cc2)cc1 (stereo unspecified)
 : -10%, -10%
Cc1ccccc1OCC(=O)Nc1nnc(SCc2cc(=O)n3cc(Cl)ccc3n2)s1
 : 7%, 3%
Cc1cc(C)c(NC(=O)Cn2nc3c(cc2=O)CCCC3)c(C)c1
 : -1%, -6%

Next section
Values run as follows: Tb PYK inh, Sm TGR block
Cc1ccc(C)c(CN2C(=O)c3ccccc3S(=O)(=O)c3ccc(C(=O)Nc4cc(F)ccc4F)cc32)c1
 : -1%, -2%
CCC(C(=O)Nc1cc(OC)cc(OC)c1)n1nc(-c2ccc(C)c(C)c2)ccc1=O (stereo unspecified)
 : 1%, -3%
Cc1ccc(S(=O)(=O)NCCc2cn3c(C)csc3n2)cc1
 : 0%, -6%
CCC(Sc1nc2ccccc2c(=O)n1CCc1ccc(OC)c(OC)c1)C(=O)N(CC)CC (stereo unspecified)
 : 9%, -4%
Cc1ccc(CCNC(=O)c2ccc3c(c2)nc2n3CCC(C)C2)cc1 (stereo unspecified)
 : 7%, -7%
Cc1ccc(C)c(N2CCN(C(=O)CCS(=O)(=O)c3cc4c(cc3Cl)NC(=O)CO4)CC2)c1
 : 0%, 3%
COc1cc(C(=O)Nc2nc3nc(-c4ccccc4)cc(=O)n3[nH]2)cc(OC)c1OC
 : 1%, 9%
Cc1nc2ccccc2n1CCc1nc2c3ccccc3nc(SCc3ccc(C#N)cc3)n2n1
 : 5%, 7%
CCOC(=O)c1cccc(NC(=O)CN2C(=O)CC(C)(C)Sc3ccccc32)c1
 : 0%, -4%
CCCCOc1ccc(S(=O)(=O)N2CCN(c3ccccc3OCC)CC2)cc1
 : 0%, 3%
COc1ccccc1NC(=O)C1=C(C)Nc2ncnn2C1c1ccccn1 (stereo unspecified)
 : 0%, 5%
Cc1cc(C)cc(NC(=O)CC(C)n2nc(C)cc2C)c1 (stereo unspecified)
 : 4%, 0%
COc1ccc2nc3oc(C(=O)NCc4ccccc4OC)cc3cc2c1
 : u, 8%
CCSc1ncc(Cl)c(C(=O)Nc2cccc(Cl)c2)n1
 : 3%, -2%
CCCCNC(=O)C1CCCN(S(=O)(=O)CCC)C1 (stereo unspecified)
 : -3%, 16%
CCOC(=O)c1nnn(CC(=O)Nc2cc(C)cc(C)c2)c1C(=O)OCC
 : 2%, 0%
O=C(c1ccc2c(Cl)c3c(nc2c1)CCCC3)N1CCN(c2ccc(Cl)cc2)CC1
 : -2%, 10%
Cc1ccc2sc(N(Cc3cccnc3)C(=O)C3COc4ccccc4O3)nc2c1C (stereo unspecified)
 : 0%[15.4 µM], 6%
CCc1ccccc1NC(=O)CN1C(=O)CCn2nc(-c3cccn3C)cc21
 : -1%, -4%
CCc1ccc(NC(=O)c2sc3nc(C)cc(C)c3c2NC(=O)c2ccccc2)cc1
 : 3%, 1%

Next section
Values run as follows: Tb PYK inh, Sm TGR block
COc1ccc(N2CCN(C(=O)CCn3c(=O)c4cccn4c4cccnc43)CC2)cc1
 : 3%, -1%
Cc1cc(C)n2c(Nc3cccc(C(F)(F)F)c3)c(-c3ccsc3)nc2n1
 : -5%, 0%
Cc1cc(S(=O)(=O)Nc2cc3c(cc2N2CCOCC2)n(C)c(=O)n3C)ccc1F
 : -9%, -7%
COc1ccc(Cl)cc1NC(=O)c1cc(S(=O)(=O)N2CCc3ccccc32)cn1C
 : -6%, 2%
Cc1cc(NC(=O)CSc2nc3c([nH]c4ccccc43)c(=O)n2-c2ccccc2)no1
 : -2%, -5%
COc1ccccc1CNC(=O)CSc1nc(=O)[nH]c2c1CCC2
 : 2%, 10%
CCOc1ccc2nc(N3CCCC(C(=O)NCCc4ccc(C)cc4)C3)sc2c1 (stereo unspecified)
 : 0%, -2%
Cn1c(=NC(=O)c2ccc(S(=O)(=O)N3CCCc4ccccc43)cc2)sc2cc(F)ccc21
 : 5%, -14%
Cc1ccc(Cl)cc1NC(=O)C1CCN(S(=O)(=O)c2cccc3nonc23)CC1
 : 0%, 4%
COc1ccc(OC)c(CNc2ncnc3c2nc2n3CCCC2)c1
 : 0%, 3%
CCOc1ccccc1CNC(=O)CCn1cccn1
 : 1%, -1%
COc1cc(-c2noc(-c3ccc(NCCc4ccccc4)c([N+](=O)[O-])c3)n2)cc(OC)c1OC
 : 2%, -6%
COc1ccc(S(=O)(=O)N(Cc2nc(-c3cccc(C)c3)no2)C2CCCCC2)cc1
 : 0%, 2%
COc1ccc(-c2nc3sc(CCNC(=O)c4cccc(C(F)(F)F)c4)c(C)n3n2)cc1
 : -1%, 13%
COc1ccc(Cn2c(=O)c3oc4ccccc4c3n(CC(=O)Nc3c(C)cccc3C)c2=O)cc1
 : 0%, 4%
O=C(NCc1cccs1)c1ccc(CSc2nc3ccncc3n2Cc2ccccc2F)cc1
 : 1%, 4%
CC(=O)c1ccc(NC(=O)c2cnn(-c3cccc(F)c3)c2-n2cccc2)cc1
 : -2%[15.4 µM], 4%
Cc1ccc(CNC(=O)c2ccc3c(c2)NC(=O)C(CS(=O)(=O)Cc2cccc(F)c2)N3)cc1 (stereo unspecified)
 : 4%, u
CCCc1nc2ccccc2n2c(-c3cccc(C)c3)c3c(=O)n(C)c(=O)n(C)c3c12
 : 0%, -3%
Cc1cccc(N2CCN(C(=O)Cn3ncc4c5ccccc5n(C)c4c3=O)CC2)c1C
 : -4%, -1%
